Screens as filed in PubChem BioAssay.
ZTA counter: blocks Epstein-Barr virus ZTA, an EBNA-1 counter-screen; hit rate 0.15% among 320,000; AID 2234; inhibition, % at 11 µM; P03206; ZTA-DNA binding, fluorescence polarization; in the data active = inhibition above about 33%
AHR activator: activators of human aryl hydrocarbon receptor. hit rate 2.5% among 320,000. AID 2796. P35869. activation, % at 5 µM. AHR-responsive luciferase reporter cells, luminescence; in the data active = activation above about 47%;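 also: 0% = vehicle wells and 100% = reference agonist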
RPL19A-GFP yeast: alters RPL19A-GFP fluorescence in TOR pathway yeast screen. percent response vs DMSO, % at 10 µM. hit rate 0.3% among 330,000. S. cerevisiae RPL19A-GFP strain, flow cytometry, 3 h; active compounds read low;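 active = percent response vs DMSO below 50%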;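 also: median channel GFP fluorescence of the barcoded RPL19A-GFP strain; ratio of sample median GFP to plate DMSO average so 100% = DMSO; lower means less RPL19A-GFP as with rapamycin TOR inhibition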
MEP2 TOR yeast: modulators of TOR pathway MEP2-GFP in S. cerevisiae; S. cerevisiae MEP2-GFP strain, flow cytometry GFP, 3 h; 100% = DMSO control level; GFP response vs DMSO, % at 10 µM; hit rate 0.51% among 330,000; AID 2016;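 active = GFP response versus DMSO above a set limit, roughly screen mean plus 3 SD, cut at about 180% in these data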;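 also: median GFP fluorescence of the barcode-gated MEP2-GFP cells per well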
procasp3 activ: activators of human procaspase-3; P42574; recombinant procaspase-3 D3A, Ac-DEVD-pNA absorbance 405 nm; activation, % at 8.5 µM; hit rate 0.11% among 330,000; AID 463141;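 active = activation above the mean of all tested compounds plus 3 SD, cut at about 21% in these data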;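 also: 0% = DMSO alone and 100% = DMSO wells spiked with extra 5 µM PC-3 D3A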
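Test system: Procaspase-3 D3A mutant, all three cleavage aspartates alanine | Dosing: Single dose, 8.5 µM nominal compound, 0.8% DMSO | Schedule: 1 h preincubation, 2 h reaction | Technique: 405 nm absorbance of p-nitroaniline, reads at 0 and 120 min | Repeats: One well per compound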
LAP4-GFP MLPCN: yeast TOR pathway LAP4-GFP modulation | GFP response vs DMSO, % at 10 µM | S. cerevisiae LAP4-GFP multiplex, flow cytometry GFP, 3 h; median GFP as percent of DMSO wells | AID 2023 | hit rate 0.34% among 320,000;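 active = GFP response vs DMSO above a set limit, about the screen mean plus 3 SD, cut at about 150% in these data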
EBNA-1 inh: blocks EBNA-1 binding to DNA. EBNA-1 DNA binding, fluorescence polarization. inhibition, % at 14.8 µM. hit rate 0.34% among 300,000. AID 1950; in the data active = inhibition above about 28%
procasp7 counter: activates human procaspase-7, counter-screen for procaspase-3 activators | P55210 | recombinant procaspase-7, Ac-DEVD-pNA absorbance 405 nm; D23A/D198A/D206A triple mutant, cannot self-cleave; scale: DMSO 0, 5 µM enzyme 100 | activation, % at 8.5 µM | hit rate 0.093% among 330,000;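 active = percent activation above the screen-wide mean plus 3 SD, cut at about 25% in these data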
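signal = Epi-absorbance of released pNA at 405 nm, two timepoints | assay system = Uncleavable procaspase-7 mutant enzyme | reagent = Ac-DEVD-pNA substrate, 400 µM as added | times = 1 h enzyme–compound preincubation and 2 h substrate reaction, both 25 °C | benchmarks = low DMSO alone, high DMSO plus 5 µM PC-7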
* marks the source's active call; other numbers are inactive results; x = no result given; + = active, no number; [ ] = remark or other dose.

canonical_smiles	MEP2 TOR yeast	LAP4-GFP MLPCN	AHR activator	EBNA-1 inh	RPL19A-GFP yeast	procasp3 activ	ZTA counter	procasp7 counter
CC1=NN(C(C#N)c2c(C)nn(Cc3ccccc3)c2C)C(C)(C)C1 (stereo not given)	100	97	-2	-3	103	-1	-6	-8
CC1CCCN(C(=O)c2ccc([N+](=O)[O-])o2)C1 (stereo not given)	99	110	-1	-4	108	0	-2	0
CCOc1ccc2nc(NC(=O)CSc3cn[nH]n3)sc2c1	104	90	10	-2	101	1	-1	-1
O=c1oc2ccccc2cc1-c1nc(-c2ccccc2)no1	110	105	1	-15	91	0	-20	0
COc1cc(-c2nc3ccccn3c2/N=C/c2cc(OC)c(OC)c(OC)c2)ccc1O	97	80	5	16	97	-5	14	-9
CCOC(=O)c1[nH]cnc1C(=O)NC(C)C	96	101	-1	5	102	1	8	4
COc1ccc(S(=O)(=O)NCCc2c[nH]c3ccccc23)cc1OC	101	109	5	0	96	0	-11	-3
CCSc1nnc(NC(=O)CCn2c(=O)oc3ccccc32)s1	95	93	30	-7	93	6	-5	2
COc1ccc(/[N+]([O-])=C/c2ccco2)cc1	99	107	1	x	97	-1	1	-15
COc1ccc(C)cc1NC(=O)NNC(=O)c1ccoc1C	102[may fluoresce green]	99[may fluoresce green]	10	8	100[may fluoresce green]	2	9	-4
CCCNC(=O)N1CCN(S(=O)(=O)c2ccc(C)c(C)c2)CC1	96	92	2	-5	91	3	-24	0
CCCS(=O)(=O)N1CCN(Cc2ccc(OCc3ccccc3)c(OC)c2)CC1	98	98	1	-5	101	0	-1	13
CN1C(=O)NC(c2ccc(Cl)cc2)C2=C1CC(C)(C)CC2=O (stereo not given)	103	87	1	10	107	1	-3	7
Cc1ccc(S(=O)(=O)NC(C(=O)O)c2ccccc2)cc1 (stereo not given)	102	104	5	11	97	7	8	0
CCc1nn(C(CC)C(=O)NCc2cccc(OC)c2OC)c(=O)c2cc3occc3n12 (stereo not given)	99	102	-1	5	101	7	9	5
CN(C)c1ccc(NC(=O)CCn2c(=S)oc3ccccc32)cc1	105	81	59*	-3	97	-5	-16	-16
Cc1ccc(NC2CCCN(C(=O)c3cccc(-c4ncc[nH]4)c3)C2)cc1C (stereo not given)	107	88	5	0	100	11	2	5
CCOC(=O)c1c(S(=O)(=O)N2CCCC(C(=O)Nc3ccc(C)cn3)C2)c(C)n(C)c1C (stereo not given)	99	93	4	0	100	4	-13	9
CCC(=O)Nc1cccc(NC(=O)c2ccccc2Br)c1	108	99	4	1	108	3	8	5
C#CC[N+](C)(C)CC#Cc1ccc(Cl)cc1	97	88	0	5	100	9	1	10
Cc1ccc(NC(=S)N(N)CCO)cc1	109	106	0	11	107	-7	16	-3
COc1ccc(C2NC(=O)C(C)S2)cc1 (stereo not given)	92	97	3	-1	95	5	18	1
Cc1cccc(NS(=O)(=O)c2ccc(C)c(C(=O)OCC(=O)Nc3cc(C)on3)c2)c1	106	106	1	6	104	11	3	5
CCCCNc1nc(-c2ccccc2)cc(C(F)(F)F)c1C(N)=O	114	111	-1	-6	106	1	4	7
CC1CC(C)CN(CC(O)COc2ccc3c(c2)CCC3)C1 (stereo not given)	97	89	-2	2	99	4	13	4
COc1c(C)cc(C(=O)C2CCCN(C(=O)c3cc4nc(C)cc(C)n4n3)C2)cc1C (stereo not given)	93	105	0	-3	102	4	5	10
COc1cc(/C=C2/SC(=S)N(CC(=O)O)C2=O)ccc1OC(=O)c1ccco1	108	94	2	-8	102	-13	0	-24
Cc1ccc(C(=O)Nc2ccccc2Oc2ccccc2)o1	129	126	1	7	105	6	-9	-5
CC1=CC2=C(OC1N(C)C)c1cccc3cccc(c13)C2=O (stereo not given)	98	94	7	3	99	-5	-12	-11
COc1ccc(C(=O)N/N=C/c2cccnc2)cc1	96	103	14	3	99	9	-11	2
CC(=O)Nc1ccc(N2N=C(C)C(N=Nc3ccccc3)C2=O)cc1 (stereo not given)	93	105	50*	-9	100	-3	-15	-5
COCCN(C(=O)CSc1nncn1-c1ccccc1)c1c(N)n(Cc2ccccc2)c(=O)[nH]c1=O	103	103	-1	-7	103	-2	-1	1
Cc1ccc(N(CC(=O)Nc2ccccc2C(=O)NCc2ccco2)S(=O)(=O)c2ccccc2)cc1C	95	100	1	-17	97	-3	-17	-3
CCCn1c(SCC(=O)Nc2cccc(C(=O)OCC)c2)nnc1-c1ccoc1C	92	91	1	-3	94	2	2	11
O=C(Nc1nnc(S(=O)(=O)N2CCCCCC2)s1)c1cccc(Br)c1	99	102	3	8	97	-2	12	-3
O=C(COC(=O)C1CCN(/C=C/C(=O)C(F)(F)F)CC1)Nc1ccccc1	96	101	1	-1	103	7	-13	9
CCn1c(C)nc2cc(C(=O)N/N=C/c3cccc(O)c3O)ccc21	100	100	-2	0	95	2	-16	-10
Cc1ccc2c(c1)nnn2C1CCN(S(=O)(=O)c2ccc(C(=O)N3CC(C)CC(C)C3)cc2)CC1 (stereo not given)	317*[may fluoresce violet]	78[may fluoresce violet]	3	-4	30*[may fluoresce violet]	4	3	12
C=CCNC(=O)c1cccc2c1C(=O)c1ccc(N3CCOCC3)cc1S2(=O)=O	95	91	2	x	94	-14	x	-21
O=c1cc(CCl)nc(Cc2c(Cl)cccc2Cl)[nH]1	89	93	2	-11	92	2	-4	1
Cc1cc(C(=O)Nc2nc(-c3ccccn3)cs2)ccc1[N+](=O)[O-]	100	160*	13	5	101	10	20	-1
O=C(CSc1nc2ccccc2n1CC(=O)NCc1ccccc1)NCc1ccco1	106	105	-2	4	x	5	1	0
CCc1cccc(NC(=O)C2CCCN(S(=O)(=O)c3cccs3)C2)c1 (stereo not given)	104	96	9	-26	99	-7	-4	6
CCCCOCCCNC(=O)CN1C(=O)c2ccccc2C1=O	105	102	-6	-8	93	6	-15	-3
Cc1cc(OCC(=O)O/N=C(\N)c2ccccc2)cc(C)c1Cl	101	113	-2	-3	99	-7	10	3
COc1cc(C2C(C(N)=O)=C(C)Nc3nc(CCCO)nn32)cc(OC)c1OC (stereo not given)	103	99	2	-5	98	3	1	10
Cc1cc(/C=C(\C#N)C(=O)O)c(C)n1CC1CCCO1 (stereo not given)	89	102	0	0	99	8	1	8
C/C(=N\NC(=O)c1ccccc1O)c1ccc(NC(=O)Cc2ccccc2)cc1	94	85	52*	3	105	4	14	2
COc1cccc(-n2c(C)cc(/C=C3/C(=N)N4C(=NC3=O)SN=C4S(C)(=O)=O)c2C)c1	109	98	-3	8	105	-1	10	-8
O=C(CCSc1nnc(-c2ccncc2)o1)Nc1ccccc1Cl	109	105	-1	-3	100	6	1	5
CNC(=O)c1cc(C(=O)c2ccccc2Br)c[nH]1	101	91	5	-7	98	2	-8	1
CCC(Sc1ncccc1C(=O)OCCN1CCCC1=O)C(=O)NCc1ccco1 (stereo not given)	108	106	-2	-11	101	-2	-14	-13
O=C(NCCc1ccc(S(=O)(=O)N2CCCC2)cc1)c1cccs1	99	97	2	2	94	-8	-8	7
COc1ccc(CCC(=O)NCCCNC(=O)CCc2ccc(OC)cc2)cc1	93	84	2	7	101	6	1	-9
COCCN(C)C(=O)CCc1nnc(Cc2ccc(-c3ccccc3)cc2)o1	99	110	2	-12	102	-2	-1	-7
COc1ccc(-c2csc(C3=C(O)CN(Cc4ccc(S(N)(=O)=O)cc4)C3=N)n2)cc1OC	104	103	1	9	103	8	9	17
CCCC(=O)Nc1cc(C)c(NC(=O)C23CC4CC(CC(C4)C2)C3)cn1	100	98	1	-7	95	2	-19	-12
CCOC(=O)CC1=NN(c2ccccc2)C(=O)C1	96	107	1	7	96	-5	-5	6
Oc1ccccc1-c1ccn[nH]1	89	89	2	x	96	8	x	3
O=C(NNC(=O)c1ccccc1Br)c1ccc(Cl)c(Cl)c1	97	100	2	-6	98	-1	7	-4

Other records
canonical_smiles	MEP2 TOR yeast	LAP4-GFP MLPCN	AHR activator	EBNA-1 inh	RPL19A-GFP yeast	procasp3 activ	ZTA counter	procasp7 counter
COc1ccc(Cn2ccnc2SCC(=O)Nc2ccccc2F)cc1	102	91	3	2	102	-2	2	0
O=C(Nc1cccc(-n2cnnn2)c1)c1ccncc1	99	91	17	-7	98	0	10	4
CN(C)NC(=S)Nc1ccc(S(=O)(=O)N2CCCCC2)cc1	100	97	0	-1	65	1	-9	5
CCOC(=O)C1CCCN(C(=O)C2CCN(S(=O)(=O)N3CCC4(CC3)OCCO4)CC2)C1 (stereo not given)	93	79	-1	-4	116	10	-9	4
CC(=O)N/N=C(\C)c1cccc(C(F)(F)F)c1	105	102	5	0	104	2	2	5
COc1ccc(C(OCC(O)CNCCc2ccc(S(N)(=O)=O)cc2)c2ccc(OC)cc2)cc1 (stereo not given)	104	102	4	-10	101	2	0	-3
CCn1ncc(C2=NOC(C(=O)Nc3c(C)nn(Cc4ccc(F)cc4)c3C)C2)c1C (stereo not given)	93	97	3	-5	104	6	5	-2
COCCn1c(=O)[nH]c(=O)c2c(C(F)(F)F)cc(-c3cccs3)nc21	101	94	-1	-5	98	4	8	-3
COC(=O)CSc1nnc(-c2ccccc2OC)o1	101	113	11	-11	99	-6	-2	3
C#Cc1ccc([C@@H]2C=C(C(=O)N3CCOCC3)O[C@H](OCC)[C@H]2CCCO)cc1	89	113	9	6	95	-2	-7	-12
O=C1COCC(=O)N1CCc1c[nH]c2ccccc12	95	106	83*	-10	92	5	-10	4
CC(C)(C)NC(=O)c1cccc(NC(=O)Cc2cccs2)c1	100	91	6	15	101	6	7	6
O=C(CSc1nnc(-c2ccc3c(c2)OCCO3)o1)NC1CCCCC1	97	97	-5	-10	104	-5	-14	-1
CCOc1ccccc1N1CC(C(=O)Nc2cc(S(C)(=O)=O)ccc2Cl)CC1=O (stereo not given)	105	105	-1	-11	111	4	-6	6
O=C(NCCc1cnc[nH]1)c1ccc(-c2ccccc2)cc1	108	111	16	-3	105	7	-8	9
CC1(C)C(c2cccs2)=[N+]([O-])C2(CCCCC2=O)N1O (stereo not given)	103	102	11	15	100	-2	18	3
CCOCCCNS(=O)(=O)c1ccc2c(c1)OCCO2	98	92	0	-2	99	8	-21	7
O=C(NCC1CCCO1)c1ccc(Br)c(S(=O)(=O)N2CCOCC2)c1 (stereo not given)	+[may fluoresce green]	+[may fluoresce green]	0	x	775[may fluoresce green]	4	-3	-3

Random excerpt: 2 records from the list, in no set order.
canonical_smiles	MEP2 TOR yeast	LAP4-GFP MLPCN	AHR activator	EBNA-1 inh	RPL19A-GFP yeast	procasp3 activ	ZTA counter	procasp7 counter
COc1ccc(Cn2ccnc2SCC(=O)Nc2ccccc2F)cc1	102	91	3	2	102	-2	2	0
COc1ccc(C(=O)N/N=C/c2cccnc2)cc1	96	103	14	3	99	9	-11	2

Part of the list above, reduced to AHR activator and EBNA-1 inh.
SMILES	AHR activator	EBNA-1 inh
O=C(CSc1nnc(-c2ccc3c(c2)OCCO3)o1)NC1CCCCC1	-5	-10
CCOc1ccccc1N1CC(C(=O)Nc2cc(S(C)(=O)=O)ccc2Cl)CC1=O (stereo not given)	-1	-11
O=C(NCCc1cnc[nH]1)c1ccc(-c2ccccc2)cc1	16	-3
CC1(C)C(c2cccs2)=[N+]([O-])C2(CCCCC2=O)N1O (stereo not given)	11	15

Compounds as they come; 3.8% or so of the library scored in one or more.
